# M1 antag: human M1 muscarinic receptor antagonists, primary screen, CHO-K1 cells, Fluo-8 calcium fluorescence, 1536-well. Muscarinic acetylcholine receptor M1 (Homo sapiens), P11229. CHO-K1 hM1, ACh EC80 antagonist. inhibition, % at 3 µM. 360,000 tested, 1.3% active. AID 588852, 2011;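 active means percent inhibition above its own plate's cutoff, namely the mean of that plate's compound wells plus 3 SD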;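 further: peak over basal fluorescence ratio during 140 s after agonist addition; 0% = ACh EC80 plus DMSO and 100% = DMSO alone without agonist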
# TAAR1 antag: human TAAR1 antagonists, primary screen, Fluo-8 calcium fluorescence, CHO RD-HGA16 cells | 360,000 tested, 1.5% active | inhibition, % at 3 µM | AID 624466, 2012 | Trace amine-associated receptor 1 (Homo sapiens), Q96RJ0 | antagonist;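 active means inhibition above a per-plate cutoff, the mean inhibition of test compounds on that plate plus 3 SD, cut at about 49% in these data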;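 further: 0% = DMSO plus EC80 beta-PEA response and 100% = DMSO alone without agonist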
# Target sequence (Q96RJ0 whole entry, looked up): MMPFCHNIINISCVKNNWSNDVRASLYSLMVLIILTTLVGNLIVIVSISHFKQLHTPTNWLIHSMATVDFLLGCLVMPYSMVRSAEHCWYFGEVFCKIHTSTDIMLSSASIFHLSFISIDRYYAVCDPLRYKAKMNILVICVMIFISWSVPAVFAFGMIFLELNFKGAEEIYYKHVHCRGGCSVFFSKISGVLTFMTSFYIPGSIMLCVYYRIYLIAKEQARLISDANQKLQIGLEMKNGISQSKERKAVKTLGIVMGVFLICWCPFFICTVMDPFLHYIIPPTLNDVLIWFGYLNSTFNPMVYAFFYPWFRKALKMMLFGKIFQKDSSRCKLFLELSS
#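 Test system: hTAAR1-expressing CHO RD-HGA16 cells, Gα16-coupled; Probe or stimulus: EC80 β-phenethylamine stimulus; Compound dosing: single nominal final test compound concentration of 3 µM; Timing: 140 s kinetic read after compound, 140 s after agonist; Signal: Fluo-8 calcium-sensitive fluorescence; Measure: % inhibition of agonist calcium response; Controls: DMSO and EC80 PEA controls.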
# CHO parental Ca: ATP-evoked calcium signal inhibitors, parental CHO, primary screen, counter-screen for OX1R antagonist project, cell-based, fluorescence, Fluo-8 calcium dye. AID 463079, 2010. parental CHO-K1, ATP-induced calcium, Fluo-8 fluorescence. 330,000 tested, 0.63% active. inhibition, % at 5.6 µM;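 active means inhibition above that plate's mean sample inhibition plus 3 SD, cut at about 26% in these data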;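 further: 0% = ATP-challenged DMSO wells and 100% = DMSO wells without ATP; some compounds past the cut are filed as inactive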
#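 Test system: untransfected parental CHO cell line. Compound: one dose, 5.6 µM nominal. Detection: intracellular calcium via Fluo-8 no-wash fluorescent dye. Measure: % inhibition. Benchmarks: ATP-challenged DMSO wells low, unchallenged DMSO wells high.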
# TAAR1 agonist: human TAAR1 agonists, primary screen, Fluo-8 calcium fluorescence, CHO RD-HGA16 cells; Trace amine-associated receptor 1 (Homo sapiens), Q96RJ0; vehicle wells 0%, saturating PEA agonist 100%; activation, % at 3 µM; 360,000 tested, 0.99% active;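 active means activation above the mean activation of all test compounds in the run plus 3 SD, cut at about 38% in these data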
#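 Assay system – CHO-derived RD-HGA16 cells with stable Gα16 and human TAAR1 · Compound dosing – one-point dosing at 3 µM (nominal) · Incubation – 17-24 h seeding, 75 min 37 °C dye, 30 min RT · Measured by – kinetic Fluo-8 calcium fluorescence · Control set – DMSO vehicle as 0%, PEA at EC100 as 100% · Repeats – single well for each compound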
# CHRM1 agonist: human M1 muscarinic receptor agonists, primary screen, Fluo-8 calcium fluorescence, CHO-K1 cells, HTS; Muscarinic acetylcholine receptor M1 (Homo sapiens), P11229; CHO-K1 hM1, agonist mode; 0% DMSO, 100% acetylcholine EC100; activation, % at 3 µM; 360,000 tested, 0.33% active;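 active means activation above the run's mean compound activation plus 3 SD, cut at about 16% in these data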;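 further: peak over basal fluorescence ratio within a 140 s kinetic read after compound addition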
# CHO-K1 Ca antag: M1 antagonist counterscreen hit in parental CHO-K1 cells | ATP-induced calcium, Fluo-8 fluorescence | inhibition, % at 3 µM | 360,000 tested, 0.6% active;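 active means inhibition above a per-plate cutoff, the plate's mean sample inhibition plus 3 SD, cut at about 24% in these data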;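 further: 0% = DMSO plus EC80 ATP and 100% = DMSO alone without ATP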
# M1 ag parental: counter-screen for M1 agonists: effect in parental CHO-K1 cells. Fluo-8 calcium fluorescence; scaled to maximal ATP response, vehicle zero. activation, % at 3 µM. 360,000 tested, 0.48% active. AID 602248, 2012; in the data active means activation above about 15%;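 further: untransfected CHO-K1 host cells lacking M1 receptor as counterscreen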
# OXTR potentiator: human OXTR potentiators, primary screen, fluorescence, CHO-OTR cells, Fluo-8 calcium | 320,000 tested, 0.061% active | activation, % at 3 µM | Fluo-8 calcium fluorescence, potentiator mode; 0% = oxytocin EC15, 100% = EC100;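 active means activation above that plate's cutoff, the mean activation of tested compounds plus 3 SD, cut at about 6.6% in these data, passing the limit was not always enough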;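 further: 100% uses oxytocin at 75 nM as the full agonist control; some results filed as inactive read as strong as hits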
# Target sequence (P30559 whole entry, looked up): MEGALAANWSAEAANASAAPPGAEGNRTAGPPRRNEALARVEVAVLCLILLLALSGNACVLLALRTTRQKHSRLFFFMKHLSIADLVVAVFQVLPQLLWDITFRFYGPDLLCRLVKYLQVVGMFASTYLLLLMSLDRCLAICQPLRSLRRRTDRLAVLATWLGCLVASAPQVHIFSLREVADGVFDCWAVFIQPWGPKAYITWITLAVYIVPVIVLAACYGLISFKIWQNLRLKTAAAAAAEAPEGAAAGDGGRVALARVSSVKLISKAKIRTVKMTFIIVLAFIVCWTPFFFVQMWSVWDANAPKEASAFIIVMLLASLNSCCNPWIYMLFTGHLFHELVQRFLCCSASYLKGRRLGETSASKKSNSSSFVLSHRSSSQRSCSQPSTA
#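 System: human OTR in CHO cells / Also added: sub-maximal oxytocin, roughly EC15 / Control set: EC15 oxytocin low, 75 nM oxytocin high / Schedule: 6 min compound pre-incubation at room temperature, 100 s kinetic read / Compound: single-point 3.0 µM / Replication: singlicate / Technique: Fluo-8 calcium dye fluorescence / Read-out basis: % activation of max/min ratio relative to oxytocin controls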
# M1 PAM parental: nonselective calcium activators in parental CHO-K1 cells, primary screen, counter-screen for M1 PAM project, cell-based, Fluo-8 calcium fluorescence, full deck, 1536-well; ATP EC20; 0% at ATP EC20, 100% at ATP max; activation, % at 3 µM; 360,000 tested, 0.02% active; AID 602247, 2012;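 active means activation above the run cutoff, the mean activation of all test compounds plus 3 SD, cut at about 40% in these data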;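 further: peak over basal fluorescence ratio in a 140 s read after ATP addition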
# An asterisk follows results filed as active; nt = no result given.
1	Cc1cc(C)c2c(=O)n3c(nc2c1)C(CC(C)C)NC(=O)c1cccnc1-3 (configuration not stated)
2	COc1cccc(C2=CC(=O)C[C@H](c3ccc4c(c3)OCO4)C2)c1OC
3	Cc1ccc(-c2ccc(CN3C(CC(C)C)C(=O)N(Cc4cn(CCC5OCCCO5)nn4)CCS3(=O)=O)cc2)cc1 (configuration not stated)
4	O=C(NCc1ccccc1)C1=C[C@H](C2CCCCC2)C[C@H](OCCCCO)O1
5	CCOc1ccc(C2=CC(=O)C[C@H](c3ccc(OC)cc3)C2)cc1
6	Cc1ccsc1C(=O)N1CC(=O)Nc2ccccc21
7	CNC(=S)Nc1ccc(N2CCN(c3ccc(C(F)(F)F)cn3)CC2)nc1
8	O=C(NCCSC1CCCCC1)c1ccccc1
screen / no.,1,2,3,4,5,6,7,8
M1 antag,-24,8,4,-2,-3,-14,27,-1
TAAR1 antag,-17,nt,58*,-8,16,-4,22,10
CHO parental Ca,nt,-18,nt,-24,-6,13,6,-19
TAAR1 agonist,-1,nt,10,1,4,0,6,3
CHRM1 agonist,-1,-4,-3,-2,-8,-1,-2,-8
CHO-K1 Ca antag,8,-15,5,-2,-12,4,6,3
M1 ag parental,0.0,2.2,3.1,-0.2,-0.1,1.0,9.3,-0.6
OXTR potentiator,nt,-6,nt,-6,-5,0,-17,-3
M1 PAM parental,7,24,15,-1,6,9,-6,-8

9	COc1cccc(CN2CCNC(=O)C2CC(=O)NCc2cn3ccc(C)cc3n2)c1OC (configuration not stated)
10	CCNC(=O)N1CCNC(=O)C1CC(=O)Nc1ccc(C(=O)OCC)cc1 (configuration not stated)
11	CNc1nc(Cl)c(SC)c(NC2CCCCC2)n1
12	CCN(c1cccc(C)c1)S(=O)(=O)c1c(C)[nH]c(=O)[nH]c1=O
13	CCCC(=O)NC(c1ccco1)c1c(O)ccc2ccccc12 (configuration not stated)
14	CCOC(=O)C1CCN(C(=O)CSc2ccc(Br)cc2)CC1
15	CCc1cc(=O)n2[nH]c(C)c(-c3ccc(OC)cc3)c2n1
16	Cc1cnc(C)c(N2CCC(C(=O)NCc3ccco3)CC2)n1
screen / no.,9,10,11,12,13,14,15,16
M1 antag,-6,-13,-14,-24,-5,1,-6,-8
TAAR1 antag,-10,-3,2,-2,10,11,-30,-1
CHO parental Ca,-12,3,-27,-1,-9,-17,0,-12
TAAR1 agonist,1,6,7,5,17,6,5,6
CHRM1 agonist,0,-2,-3,-2,-2,-11,0,-2
CHO-K1 Ca antag,2,-6,-8,-15,-9,17,15,-7
M1 ag parental,-0.2,-0.2,0.5,0.4,1.1,7.0,-0.1,-0.2
OXTR potentiator,10,-6,-12,0,-3,-2,-1,-13
M1 PAM parental,-16,10,20,11,10,-2,-6,7

# Single values from the entries so far:
# entry 13 in CHO parental Ca is listed with -9
# entry 12 in OXTR potentiator is listed with 0
# entry 14 in CHO-K1 Ca antag is listed with 17
# entry 15 in CHO parental Ca is listed with 0
# entry 9 in M1 antag is listed with -6

# Additional records.
17	Nc1nc(CN2CCN(C(c3ccccc3)c3ccccc3)CC2)nc(Nc2ccccc2)n1
18	COc1ccc(Nc2oc(COc3cccc(C)c3)nc2C#N)cc1
19	Cc1cccc(C(=O)NC(=S)Nc2ccccc2C(F)(F)F)c1
20	Cc1cc(NS(=O)(=O)c2ccc(NC(=O)CCCOc3ccccc3C)cc2)nc(C)n1
21	Cc1ccc(CNc2cc(C(=O)O)ccc2Cl)s1
22	Cc1cc(C(=O)OCC(=O)Nc2c(Cl)cccc2Cl)c(C)o1
23	CC1CCCCN1C(=O)COC(=O)c1ccc2ccccc2n1 (configuration not stated)
24	COC(=O)CSc1nnc(-c2ccccn2)n1N
screen / no.,17,18,19,20,21,22,23,24
M1 antag,-3,-17,-7,3,1,-5,-13,-5
TAAR1 antag,-17,18,21,10,-6,-7,11,-21
CHO parental Ca,-14,8,-41,-1,7,-14,-10,-6
TAAR1 agonist,-3,0,3,3,0,0,0,1
CHRM1 agonist,-8,-3,-10,-6,-5,-7,-3,-1
CHO-K1 Ca antag,-3,1,-14,-10,-6,5,-15,-13
M1 ag parental,0.8,1.5,0.7,1.1,0.2,-0.8,0.7,0.3
OXTR potentiator,-21,-14,-9,-1,1,1,0,-10
M1 PAM parental,10,6,19,13,16,-1,18,15

25	CC(=O)Nc1cc(-c2cccc(C(=O)NCCN(C)C)c2)cn2c(-c3cccc(C(F)(F)F)c3)cnc12
26	CCNC(=O)N(C)C[C@H]1N[C@@](CC)(C(=O)OC)[C@H]2C(=O)N(Cc3ccccc3)C(=O)[C@@H]12
27	COc1ccc(N2C(=O)C3CC(C)=C(C)CC3C2=O)c(OC)c1 (configuration not stated)
28	O=C(NNC(=O)c1ccccc1O)c1ccco1
29	OCCN(Cc1ccccc1)Cc1cccc(Cl)c1Cl
30	CSCC(=O)N1CCCC(N2CCN(c3cccc(C(F)(F)F)c3)CC2)C1 (configuration not stated)
31	Cc1nc2ccc(S(=O)(=O)NCC(=O)N3CCOCC3)cc2s1
32	COC(=O)/C=C1/C(=O)N/C(=N\c2nc(C)cc(C)n2)N1c1ccc(OC)cc1
screen / no.,25,26,27,28,29,30,31,32
M1 antag,-9,-17,-2,-8,-7,10,-6,-9
TAAR1 antag,-9,-17,-15,12,-4,-1,-5,8
CHO parental Ca,nt,-7,-3,7,-23,-17,-18,-2
TAAR1 agonist,0,5,17,1,1,1,7,-1
CHRM1 agonist,-9,-2,-3,-5,-9,-8,-1,-8
CHO-K1 Ca antag,10,-19,-7,16,-23,-3,15,-7
M1 ag parental,0.1,0.7,0.7,-0.3,1.1,0.8,-0.4,0.9
OXTR potentiator,nt,1,3,-25,-5,1,-9,-7
M1 PAM parental,10,7,23,-14,34,0,-5,23

33	Cc1cc(C(=O)Nc2c(C)n(C)n(-c3ccccc3)c2=O)on1
34	O=C(COC(=O)CNC(=O)c1ccccc1F)Nc1cccc(S(=O)(=O)N2CCCCCC2)c1
35	Cc1nn(-c2ccc(C(=O)O)cc2)c(N)c1-c1ccccc1
36	CC(Nc1[nH]c(=O)n(C)c(=O)c1N=O)c1ccccc1 (configuration not stated)
37	CCOc1ncccc1C(=O)Nc1ccc(S(=O)(=O)NC2=NCCCCC2)cc1
38	COc1ccc(Cc2nnc(NC(=O)c3cccc([N+](=O)[O-])c3C)s2)cc1
39	COC(=O)C1C(O)=C(C=Nc2cccc3ccccc23)C(=O)CC1(C)C (configuration not stated)
40	CCCCC(=O)Nc1cccc(C(=O)Nc2ccccc2C(=O)O)c1
screen / no.,33,34,35,36,37,38,39,40
M1 antag,-6,-3,-17,-6,23,-8,-5,0
TAAR1 antag,-20,13,-17,-17,-15,-1,-26,-5
CHO parental Ca,5,-10,20,2,-15,12,-18,5
TAAR1 agonist,1,7,7,2,2,61*,1,1
CHRM1 agonist,-7,-8,-4,-2,0,7,-4,-3
CHO-K1 Ca antag,0,4,10,-4,7,-1,-4,4
M1 ag parental,0.2,1.6,-0.2,-0.7,-0.1,1.9,2.4,-0.2
OXTR potentiator,-4,-12,-10,-3,-9,-5,-15,-1
M1 PAM parental,18,4,-4,10,-10,15,18,5

41	Cc1cc(C(=O)CCC(=O)N2CCN(c3ccccc3)CC2)c(C)s1
42	Cc1cc(Br)ccc1NC(=O)CN1CCN(c2ccccn2)CC1
43	CC/C(=N\NC(=S)Nc1cc(C)ccc1C)c1ccc(OC(F)F)cc1
44	COc1ccc(CNC(=O)C23CN(Cc4ccccc4)CC2C(c2ccc([N+](=O)[O-])cc2)=NO3)cc1 (configuration not stated)
45	O=C(/C=C/Nc1nccs1)C(F)(F)Cl
46	O=C(CN1C(=O)c2ccccc2C1=O)NCCc1c[nH]c2ccc(Cl)cc12
47	COc1ccc(NC(=O)CSc2nc(C)cs2)c([N+](=O)[O-])c1
48	S=c1[nH]ccn1-c1c(Cl)cccc1Cl
screen / no.,41,42,43,44,45,46,47,48
M1 antag,-10,5,-11,17,2,-2,3,0
TAAR1 antag,-28,-24,-17,12,5,14,-11,-14
CHO parental Ca,-17,-16,-18,-17,-5,0,-10,5
TAAR1 agonist,-1,6,1,3,7,8,16,-1
CHRM1 agonist,-5,-1,-8,-5,-2,-2,-7,-5
CHO-K1 Ca antag,-10,-5,-3,1,-12,-1,-8,-7
M1 ag parental,1.0,2.9,0.0,-0.3,-0.1,2.3,1.0,0.2
OXTR potentiator,-6,-21,-7,-6,-3,-5,-2,-4
M1 PAM parental,5,7,17,-9,6,0,2,1

49	Cc1ccc(S(=O)(=O)NCC(=O)N(CC(=O)NCC2CCCO2)C2CCCC2)cc1 (configuration not stated)
50	N#CCOC(=O)[C@H](Cc1ccccc1)N1C(=O)c2ccccc2C1=O
51	Cc1cc(C)nc(SCC(=O)c2ccc(Cl)cc2)n1
52	COc1cccc(-c2ccc(=O)n(CC(=O)NCCN3CCOCC3)n2)c1
screen / no.,49,50,51,52
M1 antag,-11,-8,-4,1
TAAR1 antag,1,-5,-6,4
CHO parental Ca,-15,-9,1,-1
TAAR1 agonist,9,3,4,8
CHRM1 agonist,-4,-3,-6,-2
CHO-K1 Ca antag,-11,-4,-11,-10
M1 ag parental,0.7,3.0,1.1,-0.1
OXTR potentiator,-15,-4,-15,3
M1 PAM parental,22,4,23,8

# Complete entries as entered above. Order of values: M1 antag | TAAR1 antag | CHO parental Ca | TAAR1 agonist | CHRM1 agonist | CHO-K1 Ca antag | M1 ag parental | OXTR potentiator | M1 PAM parental
# N#CCOC(=O)[C@H](Cc1ccccc1)N1C(=O)c2ccccc2C1=O as listed: -8 | -5 | -9 | 3 | -3 | -4 | 3.0 | -4 | 4
# Cc1ccc(S(=O)(=O)NCC(=O)N(CC(=O)NCC2CCCO2)C2CCCC2)cc1 (configuration not stated) as listed: -11 | 1 | -15 | 9 | -4 | -11 | 0.7 | -15 | 22
# COc1cccc(-c2ccc(=O)n(CC(=O)NCCN3CCOCC3)n2)c1 as listed: 1 | 4 | -1 | 8 | -2 | -10 | -0.1 | 3 | 8
# Cc1cc(C)nc(SCC(=O)c2ccc(Cl)cc2)n1 as listed: -4 | -6 | 1 | 4 | -6 | -11 | 1.1 | -15 | 23

# Screens as filed in PubChem.
